NPY-Y2 PAM-ag: potentiators or agonists of human neuropeptide Y receptor Y2 | AID 1359 | activation, % at 3.6 µM | cells expressing NPY-Y2, potentiator/agonist read-out | 220,000 tested, 0.45% active | P49146; in the data active = activation above about 27%;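 note: cells stimulated with NPY near EC25 plus isoproterenol at EC100; 0% = vehicle plus submaximal agonist and 100% = vehicle plus saturating agonist; some results beyond the cut were filed as inactive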
Runt-CBFb FRET: blocks binding of human RUNX1 Runt domain to CBFb; Q01196+Q13951; Cerulean-Runt/Venus-CBFb FRET ratio 530/480, 1 h; inhibition, % at 20 µM; 220,000 tested, 0.46% active;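 active = inhibition over about 50% at 20 µM in the single-dose screen, limit read from the data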;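 note: 0% = DMSO wells and 100% = excess unlabeled CBFb competitor control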
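test system = Cerulean-tagged RUNX1 Runt domain (FRET donor) fusion protein | reagent = Venus-CBFb binding partner, 100 nM | incubation = protein complex preformed 1 h, compound exposure 1 h, room temperature, dark | detection = FRET fluorescence | read-out basis = loss of energy transfer signal | controls = 5 µM unlabeled CBFb as full-inhibition high control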
NPY-Y1 PAM-ag: potentiates or activates human NPY-Y1 receptor; NPY-Y1 expressing cells, potentiator/agonist activation; activation, % at 3.6 µM; 220,000 tested, 0.37% active; in the data active = activation above about 33%, passing the limit was not always enough;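 note: cells stimulated with NPY at EC10 then isoproterenol at EC100; 0% = low agonist plus stimulus and 100% = saturating agonist plus stimulus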
Runt-SMMHC FRET: blocks binding of human RUNX1 Runt domain to CBFb-SMMHC; Q01196+Q13951; inhibition, % at 20 µM; Cerulean-Runt/Venus-CBFb-SMMHC FRET ratio 530/480, 1 h; 220,000 tested, 0.74% active;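 active = mean inhibition across duplicate retests at 20 µM reaching about 50%, limit read from the data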;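 note: 0% = DMSO wells and 100% = wells with excess untagged CBFb-SMMHC; inhibitors lower the FRET ratio by blocking Runt binding to CBFb-SMMHC; some results filed as inactive read as strong as hits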
MDM2 E3 inh: blocks human Mdm2 ubiquitin ligase activity | Q00987 | cell-based MDM2 ubiquitination luciferase reporter, 2 h; 0 = plate control, 100 = twice control, blank-subtracted | signal enhancement, % at 5 µM | 210,000 tested, 0.11% active;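 active = signal enhancement of 30% or more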;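 note: luminescence tracks abundance of the self-degrading MDM2-luciferase fusion protein; higher signal means inhibition of MDM2 E3 ligase activity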
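Test system: mammalian cells stably expressing self-ubiquitinating, self-degrading MDM2 E3–luciferase fusion; Amount: 2000 cells in each well; Medium: DMEM; Schedule: 4 h settle plus 2 h compound, 37 °C; Technique: SteadyLite luciferase luminescence after 15 min room-temperature reagent incubation; Benchmarks: plate control and blank wells.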
Hck-Nef inh: blocks Nef-activated human Hck kinase. Recombinant Hck-YEEI plus Nef, Z-Lyte FRET kinase assay. inhibition, % at 20 µM. 220,000 tested, 0.68% active. AID 463187;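 active = Hck-Nef kinase inhibition above about 50%, limit read from the data; inactive = inhibition below that limit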;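 note: 0% = DMSO with Hck plus Nef and 100% = Hck alone without Nef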
RBBP9 inhibitor: human RBBP9 hydrolase inhibition. O75884. recombinant RBBP9, FP-Rh probe fluorescence polarization. inhibition, % at 7.94 µM. 220,000 tested, 0.2% active. AID 1515;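 active = inhibition above the campaign mean of all tested compounds plus 3 SD, cut at about 14% in these data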;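 note: plate controls were DMSO wells with RBBP9 for no effect and wells lacking RBBP9 protein for full effect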
Target sequence (O75884 whole entry, looked up): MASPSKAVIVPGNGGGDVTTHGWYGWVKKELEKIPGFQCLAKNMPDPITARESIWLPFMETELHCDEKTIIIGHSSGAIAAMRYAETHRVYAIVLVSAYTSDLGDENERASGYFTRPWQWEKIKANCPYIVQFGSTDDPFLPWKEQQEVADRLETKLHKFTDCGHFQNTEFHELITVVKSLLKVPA
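Controls: DMSO-treated enzyme wells and wells lacking RBBP9 | Material: RBBP9 protein | Technique: Fluorescence polarization | Replication: Single well per compound, no replicates | Buffer or medium: Tris-NaCl-Pluronic buffer, pH 8.0 | Timing: 30 min compound preincubation, 45 min probe labeling, 25 °C | Read-out basis: Percent inhibition from mP, scaled between DMSO and no-protein wells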
NPY-Y1 antag: blocks the human neuropeptide Y Y1 receptor; P25929; HEK293-CNG Y1 cells, membrane potential fluorescence; NPY at EC95, then isoproterenol; inhibition, % at 3.6 µM; AID 1040; 200,000 tested, 1% active;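 active = inhibition above the campaign mean inhibition of all tested compounds plus 3 SD, cut at about 20% in these data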;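 note: 0% = DMSO wells given NPY plus isoproterenol and 100% = isoproterenol alone without NPY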
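Benchmarks – high control isoproterenol alone, low control NPY with isoproterenol · Material – HEK293 Y1/CNG channel cell line · Times – dye 3 h, compound 60 min room temperature, stimulation 45 min · Probe or stimulus – NPY (25 nM), isoproterenol (1 µM), Ro 20-1724 (25 µM) · Evaluation – % inhibition of NPY effect · Signal – fluorescence, membrane potential probe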
p97 ATPase inh: human p97 ATPase inhibition. P55072. recombinant p97 ATPase, Kinase-Glo ATP luminescence, 3 h. inhibition, % at 8 µM. 220,000 tested, 0.42% active; in the data active = inhibition above about 15%;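 note: 0% = DMSO vehicle and 100% = wells lacking enzyme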
Target sequence (P55072 whole entry, looked up): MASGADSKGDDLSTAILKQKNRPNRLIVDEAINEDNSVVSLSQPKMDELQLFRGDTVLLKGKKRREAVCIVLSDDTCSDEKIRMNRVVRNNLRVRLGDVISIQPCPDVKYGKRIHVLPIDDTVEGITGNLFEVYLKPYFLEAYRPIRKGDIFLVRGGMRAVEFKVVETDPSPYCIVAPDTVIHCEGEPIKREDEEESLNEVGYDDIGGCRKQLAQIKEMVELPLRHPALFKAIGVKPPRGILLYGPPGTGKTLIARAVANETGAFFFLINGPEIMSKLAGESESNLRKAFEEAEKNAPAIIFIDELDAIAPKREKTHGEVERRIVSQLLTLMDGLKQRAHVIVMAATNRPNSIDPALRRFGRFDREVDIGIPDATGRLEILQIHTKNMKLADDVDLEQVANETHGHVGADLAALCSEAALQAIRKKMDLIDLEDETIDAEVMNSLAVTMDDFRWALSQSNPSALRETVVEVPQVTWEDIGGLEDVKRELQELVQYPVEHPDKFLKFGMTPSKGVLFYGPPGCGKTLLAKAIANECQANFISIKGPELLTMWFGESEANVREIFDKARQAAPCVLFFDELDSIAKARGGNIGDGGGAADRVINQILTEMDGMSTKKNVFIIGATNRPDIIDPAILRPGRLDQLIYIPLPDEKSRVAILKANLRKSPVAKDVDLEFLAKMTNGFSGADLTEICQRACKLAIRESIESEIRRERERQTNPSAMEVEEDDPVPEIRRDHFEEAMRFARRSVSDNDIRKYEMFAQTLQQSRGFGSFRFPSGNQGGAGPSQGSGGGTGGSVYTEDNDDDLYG
Numbers without * were called inactive; x = not tested or not shown.

SMILES	NPY-Y2 PAM-ag	Runt-CBFb FRET	NPY-Y1 PAM-ag	Runt-SMMHC FRET	MDM2 E3 inh	Hck-Nef inh	RBBP9 inhibitor	NPY-Y1 antag	p97 ATPase inh
CCc1cc(-c2n[nH]c(C)c2Oc2ccc(C(C)C)cc2)c(O)cc1O	19.5	2.7	21.8	2.6	-18.5	-0.2	-2.0	-4.1	4.3
O=C(Cn1nnc(-c2ccccc2)n1)N/N=C/c1cccc([N+](=O)[O-])c1O	-3.9	-8.0	-6.9	-2.7	-6.3	13.4	-6.1	-1.1	2.6
Cc1ccc2c(CC(=O)N3CCOCC3)coc2c1	-13.2	-0.9	5.9	1.9	-4.8	-6.2	1.9	-1.6	5.4
CCN(CC)CCNC(=O)c1c(O)c2cccc3c2n(c1=O)CCC3	-6.3	-0.9	-19.9	-4.5	-19.7	-0.9	-2.5	11.6	4.2
CC(C)(C)NC(=O)Cn1c(=O)n(CC(=O)NC(C)(C)C)c2ccccc21	-15.9	1.5	-5.2	-1.8	-6.2	21.4	-9.6	-0.3	-1.0
CN(C(=O)CSc1nc(C2CC2)nc2ccccc12)c1nc(-c2ccccc2)cs1	-5.9	-2.5	-2.9	3.7	-6.9	8.0	-4.7	1.2	8.0
CCC(=O)Nc1ccc(C(=O)N/N=C/c2cc(Br)c(OC)cc2OC)cc1	9.1	-0.8	-1.1	-6.7	-10.4	-2.4	-5.3	3.1	3.2
COc1ccc(-c2noc(COc3ccc4c(c3)OCO4)n2)cc1	0.4	-0.5	-8.2	-5.9	-0.1	-8.6	2.8	10.9	1.4
Cc1cc(C)c2[nH]c(=O)c(=O)[nH]c2c1	-0.1	2.2	-3.5	-3.3	-14.6	2.5	-0.3	5.3	-0.7
Cc1ccccc1Oc1cc(-n2ncc(Cl)c(Cl)c2=O)ncn1	17.4	4.0	5.0	2.9	25.8	15.5	-7.1	-7.0	4.2
CCN(Cc1ccccc1)C(=O)Cn1cc2c(n1)CCCC2	9.9	0.6	15.1	-0.7	-12.7	0.3	-4.6	3.5	1.3
Cc1cccc(OCC(O)CN2C(C)(C)CC(O)CC2(C)C)c1 (centres undefined)	19.3	1.8	-21.6	-9.1	-7.6	8.0	-7.5	-1.4	0.4
COc1ccc(C2=NN(C(=O)c3cccs3)C(O)(C(F)(F)F)C2)cc1 (centres undefined)	-10.6	-2.1	-10.9	-1.2	-14.8	9.2	-6.8	5.3	0.6
O=C(NCc1cccnc1)c1cc(-c2ccccc2)on1	-9.9	-0.8	-23.8	-2.1	-1.2	4.7	9.8	6.0	0.1
CC(=O)c1cccc(N(CC(=O)N2CCOCC2)S(C)(=O)=O)c1	10.4	0.7	-15.3	1.4	-2.4	7.3	-1.1	1.1	0.9
COc1ccc(N2C(=O)C(Cl)=C(N3CCN(Cc4ccccc4)CC3)C2=O)cc1	-4.7	34.8	7.3	19.5	-0.1	7.5	-5.8	-5.9	1.6
CC(C)(C)C1CCc2sc(C(=O)NNC(=O)CCl)cc2C1 (centres undefined)	0.3	-3.4	-14.8	3.2	-10.1	14.2	-6.0	8.8	3.3
Nc1nc(NCc2ccccc2)nc(NCc2ccccc2)c1[N+](=O)[O-]	9.6	1.3	-3.7	3.8	-3.5	2.5	1.4	4.8	3.4
O=C(NCCc1ccccc1)c1noc2c1CCc1ccccc1-2	-32.5	0.4	-22.0	0.3	-2.0	-1.4	-6.6	14.5	-4.1
COc1ccc2[nH]c(=O)c(CN(Cc3ccc4c(c3)OCO4)C(C)=O)cc2c1	-11.1	-0.4	3.1	-1.1	-15.9	2.0	-0.5	2.1	1.6
Nc1nc(-c2ccco2)nn1C(=O)c1ccccc1Cl	-4.1	-2.2	2.0	-0.4	-10.6	3.2	-6.0	-1.0	-2.3
Cc1ccc(NC(=O)c2ccc3c(c2)S(=O)(=O)c2ccccc2C3=O)cc1S(=O)(=O)N1CCOCC1	-9.9	-1.5	10.8	-6.3	x	26.0	-2.8	x	5.3
COC(=O)c1ccc2c(c1)N(C)C(=O)CS2	-6.0	0.4	12.2	1.6	-17.1	-20.0	-6.9	1.4	4.7
COc1cccc(NC(=O)c2ccc(NC(C)=O)cc2)c1	-10.9	2.4	-11.5	-3.8	-9.7	-18.4	-2.4	-1.4	3.8
O=C(c1cnn2c1NC(c1ccc(Br)cc1)CC2C(F)(F)F)N1CCN2CCCC2C1 (centres undefined)	2.9	-3.0	-16.1	-1.6	-5.7	1.5	-5.4	-0.8	2.9
O=C(N/N=C/c1cccc([N+](=O)[O-])c1)c1cccs1	-7.7	1.0	-26.9	0.3	-19.1	6.0	0.2	1.7	-2.9
CN(Cc1ccon1)Cc1cn(C)nc1-c1ccc(Oc2ccccc2)cc1	-18.3	0.4	-10.3	-1.3	-19.9	18.6	-9.9	x	-5.2
O=C(c1ccc(COc2ccccc2Br)o1)N1CCCCCC1	4.4	-1.1	-11.4	-1.6	-8.8	1.5	1.3	-2.6	-4.6
COC(=O)N(NC(=O)C(O)(c1ccccc1)c1ccccc1)c1ccccc1	-10.7	1.0	-37.5	-1.1	-18.9	0.9	-0.5	33.4*	-4.6
Cc1ccc(OC(=O)c2ccc3nc(C)sc3c2)cc1	-1.0	-1.8	-17.1	-0.1	-8.5	19.7	1.8	7.2	-8.7
CCNc1ccc(C(=O)NN=C2CCCC2)cc1[N+](=O)[O-]	-0.7	-2.8	0.7	0.4	-26.6	31.0	-7.2	-0.3	-0.9
O=[N+]([O-])C(C1CCS(=O)(=O)C1)C1CCS(=O)(=O)C1 (centres undefined)	7.6	1.8	15.8	1.3	-2.8	22.9	2.1	-1.1	11.3
Cc1ccc(CSc2nc3ccccc3c(=O)[nH]2)cc1	-4.1	-1.4	-11.7	-2.8	-1.6	17.8	0.6	8.9	-0.5
CN(C)c1nc(N(C)C)n(Cc2c(Cl)cccc2Cl)n1	5.7	0.2	0.2	1.9	3.6	22.3	-5.1	0.4	0.9
COc1ccccc1N1CCN(C(=O)c2ccc(Cn3c(=S)[nH]c4cc5c(cc4c3=O)OCO5)cc2)CC1	6.5	-0.5	1.2	-0.3	-1.4	20.2	-3.7	1.8	3.8
NC(=O)c1ccc[n+](Cc2cccc3ccccc23)c1	3.3	0.3	-18.5	2.8	-5.9	2.3	-6.5	4.7	5.5
CC(=O)c1cccc(NC(=O)CSc2nc(N3CCCCC3)nc(N3CCCCC3)n2)c1	-1.2	0.1	-15.5	4.7	x	-2.6	-1.7	6.4	3.4
COc1ccc(CNC(=O)C2CCN(S(=O)(=O)N3CCOCC3)CC2)cc1	-5.4	0.2	8.3	2.7	-4.8	-1.7	9.2	-1.6	1.8
N#C/C(C(=O)N1CCCCC1)=C1/N=C(N)c2ccccc21	11.5	-2.6	5.0	5.6	3.0	5.4	3.6	-5.8	5.7
CC(=O)C1=C(O)C(=O)N(c2cccnc2)C1c1ccc(Cl)cc1 (centres undefined)	-14.1	1.3	-14.5	1.3	-15.0	-3.5	-7.5	0.2	-2.4
Cc1ccc(/C=C/C(=O)C2C(=O)c3ccccc3C2=O)cc1	4.4	2.0	15.8	-3.2	-17.2	2.5	-4.2	-2.0	5.8
O=C(NCCOc1ccccc1)c1ccccc1	-5.3	-0.2	-1.0	-5.2	x	-10.1	1.2	-0.3	3.9
O=C(NNC(=S)NCc1ccccc1)c1ccc2c(c1)OCO2	-18.7	2.3	-12.6	-4.9	-5.6	2.3	8.8	10.1	4.8
CC1(C)Oc2ccc3ccc(=O)oc3c2C(N2CCCCC2)C1O (centres undefined)	2.3	5.9	-14.3	10.1	-12.8	0.3	-4.8	9.0	4.7
O=C(Nc1ccccn1)NC1CCCCC1	-1.5	1.9	0.4	-0.9	-5.9	-2.0	2.6	1.1	-0.2
CCOc1ccc(N(CC(=O)NCc2ccccc2)S(=O)(=O)c2c(C)noc2C)cc1	-15.3	0.1	-0.8	1.3	-8.2	0.6	-6.2	6.6	-7.4
O=C(Cn1sc2ccccc2c1=O)NC12CC3CC(CC(C3)C1)C2	4.0	-55.1	-2.8	25.2	0.7	39.0	-11.2	-0.2	4.8
CCOCc1cnc(C)nc1NCC(=O)c1c(C)[nH]c2cc(C)ccc12	-6.4	-0.8	1.2	-1.0	2.7	-0.6	-11.6	-1.6	-2.5
CCOC(=O)/C(C#N)=C1/SC(CC)C(=O)N1c1ccc(C)cc1 (centres undefined)	-1.6	1.5	5.6	-0.5	-11.0	1.2	1.2	6.7	0.5
COc1cccc(CN(C)CC(=O)Nc2cccc3ccccc23)c1	-8.7	-1.1	-18.3	1.4	-10.3	7.9	-2.6	4.9	-2.2
Next records follow:
SMILES	NPY-Y2 PAM-ag	Runt-CBFb FRET	NPY-Y1 PAM-ag	Runt-SMMHC FRET	MDM2 E3 inh	Hck-Nef inh	RBBP9 inhibitor	NPY-Y1 antag	p97 ATPase inh
CC(C)(C)NC(=S)NC1CC1	3.1	-1.3	17.5	-1.7	-3.6	4.2	7.0	x	10.5
COc1ccc(-c2nn(-c3ccccc3)cc2C(=O)O)cc1	2.8	1.9	-24.8	-4.8	-12.9	1.1	8.9	4.6	1.8
COc1ccc(C(=O)Nc2ccc(-n3nncc3C(C)(C)C)cc2)cc1	2.5	0.2	1.6	-1.9	-14.1	13.6	-8.1	0.7	0.7
O=C(COC(=O)CCCN=C1NS(=O)(=O)c2ccccc21)NC(=O)NC1CCCC1	-9.0	x	-12.5	1.4	-1.2	10.4	-10.4	-0.1	-1.9
CCN(Cc1cc2ccc(C)cc2[nH]c1=O)C(=O)c1cccnc1	-5.8	-0.4	2.1	0.4	-9.0	-2.6	-4.9	-2.6	0.2
CCCn1nnnc1NCc1ccccc1OCc1ccc(F)cc1	-0.7	-1.0	-2.7	-4.1	-4.8	7.0	-10.2	8.3	1.3
COc1ccc(C(=O)OCn2nnc3ccccc3c2=O)cc1[N+](=O)[O-]	-12.2	1.8	24.6	-3.2	13.0	14.7	-10.6	-2.0	6.9
Cc1nc2ccccn2c1C(=O)Nc1ccc(Cl)cc1	10.8	-14.4	11.7	-2.8	-1.5	-5.5	-6.4	-3.4	1.7

Assay outcomes (PubChem)
